RSV antiviral HEp-2: RSV antiviral activity via CPE protection, HEp-2 cells, primary 10 µM value included (AID 2391). 310,000 tested, 0.13% active. one-dose CPE inhibition, % at 10 µM; IC50 in µM for titrated hits. HEp-2 cells, RSV-induced CPE inhibition; higher % means a stronger effect; in the data active = a potency from the dose series; inconclusive = CPE inhibition mostly from about 23% at the one dose, without a potency; inactive = the rest, 99 in 100 with CPE inhibition below about 21%; note: strong numbers were not always called active
UTI89 phage lysis: inhibition of K1F phage lysis, E. coli UTI89, bacterial capsule biogenesis inhibitors, alamar blue (AID 488966); 340,000 tested, 0.02% active; one-dose inhibition, % at 100 µM; IC50 in µM for titrated hits; E. coli UTI89 K1F phage lysis, alamar blue, 2 h; higher % means a stronger effect;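 active = phage lysis inhibition, versus mean bacterial control, above a set limit; inconclusive = no clear call, values can overlap the other calls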;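 note: capsule biogenesis inhibitors block K1F phage lysis so surviving cells raise fluorescence; higher fluorescence means more inhibition of phage lysis; actives were called in the ten point dose series up to 300 µM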
LYP phosphatase: inhibitors of LYP phosphatase, biochemical, fluorescence intensity, uHTS (AID 1779). recombinant LYP phosphatase, fluorescence intensity; higher % means a stronger effect. inhibition, % at 11.5 µM, or IC50 in µM where a hit was titrated. 290,000 tested, 0.054% active; in the data active = inhibition above about 50%;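 note: plate controls were vehicle with enzyme for no effect and no enzyme for full effect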
GPR35 antagonists: GPR35 antagonists blocking zaprinast-driven arrestin recruitment, primary screen, imaging, U2OS, beta-arrestin-GFP, zaprinast agonist (AID 2058). inhibition, % at 10 µM; hits with a dose series show IC50 in µM. U2OS GPR35 beta-arrestin-GFP translocation imaging, zaprinast antagonism; higher % means a stronger effect. G-protein coupled receptor 35 (Homo sapiens). 290,000 tested, 0.052% active;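 active = inhibition of at least 50% with at least 30 cells and total cytoplasm GFP at most 10,000,000; inconclusive = under 30 cells or total GFP of 10,000,000 plus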
Autophagy mod: autophagy modulators in MEF cells, primary screen, imaging, high-content, MEF GFP-LC3; MEF GFP-LC3 puncta imaging; test concentration mostly 10 µM; calls only at 10 µM (by protocol); 190,000 tested, 0.98% active;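 active = percentage of spot-positive cells more than 3 SD above its plate mean, without a fluorescence outlier flag or 80% toxicity; inconclusive = no clear call, values can overlap the other calls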;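 note: spot-positive cell cutoff set from DMSO-treated cells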
NTR1 agonist: agonists of NTR1, primary screen, imaging, U2OS cells, beta-arrestin-GFP, high content (AID 493036); NTR1-U2OS beta-arrestin-GFP spot imaging, agonist mode; activation, % at 20 µM; Neurotensin receptor type 1 (Homo sapiens), P30989; 330,000 tested, 0.17% active;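 active = activation at or above 40% of the spot to cytoplasm intensity ratio, with at least 20 cells analyzed; inconclusive = wells under 20 cells, flagged as cytotoxic or low count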;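 note: 0% = DMSO without peptide and 100% = 100 nM NTR1 peptide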
Target sequence (P30989 whole entry, looked up): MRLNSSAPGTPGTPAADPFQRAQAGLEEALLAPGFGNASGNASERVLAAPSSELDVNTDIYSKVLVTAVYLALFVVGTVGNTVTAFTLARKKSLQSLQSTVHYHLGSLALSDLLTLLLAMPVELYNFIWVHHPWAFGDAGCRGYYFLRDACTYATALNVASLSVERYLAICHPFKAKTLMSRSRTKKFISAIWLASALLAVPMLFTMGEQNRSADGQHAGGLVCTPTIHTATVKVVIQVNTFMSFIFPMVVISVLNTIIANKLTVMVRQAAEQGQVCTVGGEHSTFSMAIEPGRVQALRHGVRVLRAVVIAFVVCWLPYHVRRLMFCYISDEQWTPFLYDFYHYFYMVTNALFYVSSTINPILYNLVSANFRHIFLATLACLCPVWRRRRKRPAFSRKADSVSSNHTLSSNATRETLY
WT yeast gro inh: growth inhibition of WT strain, primary screen, mitochondrial fusion inhibitor project, WT and mutant strains, chemical genetic | inhibition, % at 10 µM | mitochondrial fusion phenotypic screen | 190,000 tested, 2.1% active | AID 1362, 2008; in the data active = inhibition above about 58%; tested in S. cerevisiae
Dengue-2 NS5 capping: Dengue-2 NS5 methyltransferase inhibitors, primary screen, biochemical, confirmation dose response (AID 588689). Dengue-2 NS5 methyltransferase capping enzyme assay, biochemical; higher % means a stronger effect. 340,000 tested, 0.3% active. one-dose inhibition, % at 25 µM; IC50 in µM for titrated hits; in the data active = a potency from the dose series; inconclusive = inhibition above about 29% without an active follow-up result
AID2073: inhibitors of Mint1-CaV2.2 protein interaction, biochemical, HTRF (AID 2073) | Voltage-dependent N-type calcium channel subunit alpha-1B (Homo sapiens) | HTRF protein-protein interaction, Mint1-CaV2.2; higher % means a stronger effect | one-dose inhibition, % at 20 µM; IC50 in µM for titrated hits | 290,000 tested, 0.19% active; in the data active = inhibition mostly above about 51%, no sharp cut-off; inconclusive = no clear call, values can overlap the other calls; inactive = mostly below about 53%; note: some results filed as inactive read as strong as hits
WT yeast gro inh mutant strain: further read-out of WT yeast gro inh, marked with its call; inhibition, %; mitochondrial fusion phenotypic screen, mutant strain inhibition
Autophagy mod cell loss 18 h: recorded beside Autophagy mod, whose call it bears; toxicity, %; measured here: cell loss, nuclei count;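 cell loss after 18 h compound exposure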
NTR1 agonist cell count 20 µM: recorded beside NTR1 agonist, whose call it bears; cell count; measured here: cell count, cytotoxicity flag
Numbers without * were called inactive; i = inactive; ? = inconclusive; nt = not tested or not shown; [ ] = remark or other dose.

SMILES,NTR1 agonist cell count 20 µM,Dengue-2 NS5 capping,RSV antiviral HEp-2,WT yeast gro inh,GPR35 antagonists,AID2073,Autophagy mod,UTI89 phage lysis,WT yeast gro inh mutant strain,LYP phosphatase,NTR1 agonist,Autophagy mod cell loss 18 h
Cc1nc(-c2ccc(Cl)cc2)sc1C1(C)CC(c2c(Cl)cccc2Cl)=NO1 (stereo not given),71,-1.6%,2.6%,nt,-7.7%,13.8%,nt,0.2%,nt,-4.4%,0.4,nt
CCOC(=O)N1CCN(C(=O)C2CC(c3ccccc3OC)=NO2)CC1 (stereo not given),57,1.6%,0.3%,5.9,-8.5%,-6.1%,i,4.1%,0.0,-6.4%,-0.5,14.2
COCc1ccc(C(=O)N2CCCC(CCC(=O)NCc3ccccc3F)C2)o1 (stereo not given),54,-4.5%,-0.5%,1.5,-6.7%,14.4%,i,0.3%,12.8,-10.8%,0.5,-24.9
CSc1ccc(CNC(=O)C2CCC(=O)N(Cc3cccc(F)c3)C2)cc1 (stereo not given),39,1.0%,0.8%,nt,-7.8%,2.1%,nt,-0.2%,nt,-7.2%,0.2,nt
Cc1cc(SCC(=O)OCC(=O)N(C)C2CCS(=O)(=O)C2)c(C)cc1Br (stereo not given),55,3.0%,-1.3%,nt,nt,nt,nt,-0.4%,nt,nt,0.4,nt
COc1ccc(CCC(=O)NCCOc2ccc(Cl)cc2)cc1,45,-3.3%,0.1%,nt,19.7%,7.9%,nt,0.0%,nt,-7.4%,0.0,nt
CC(Oc1ccccc1F)C(=O)NNC(=O)CCS(=O)(=O)c1ccccc1Cl (stereo not given),49,-0.7%,4.5%,nt,nt,nt,nt,1.2%[50 µM],nt,nt,3.4,nt
CCOC(=O)N1CCN(C(=O)C2CCN(S(=O)(=O)c3ccc(F)cc3)CC2)CC1,96,-4.4%,-1.5%,-18.7,2.0%,0.2%,i,-0.8%,-1.8,-8.2%,1.0,-8.4
O=C(N/C=C/n1cnc2cc(C(F)(F)F)ccc21)c1ccccc1,70,4.4%,3.4%,17.9,-0.1%,-1.4%,i,0.4%,-2.9,2.6%,-0.1,-5.4
O=C(Nc1ccccc1)C1=C[C@@H](c2ccc(Br)cc2)C[C@@H](OCCCCO)O1,100,-3.3%,6.1%,31.5,-0.8%,0.4%,i,-0.6%,2.2,-3.2%,6.1,22.9
CN(C)c1ccc(NC(=O)/C=C/c2c(Cl)cccc2Cl)cc1,60,4.2%,10.2µM*,6.0,0.0%,13.0%,i,0.3%[50 µM],-8.8,-6.0%,15.5,53.8
O=C(c1cccs1)N1CCN(CCCc2ccccc2)CC1,57,-15.2%,-1.3%,3.0,11.7%,18.3%,i,5.2%,3.2,0.3%,2.4,16.3
O=c1[nH]c(C2CCCN(S(=O)(=O)c3cccc(F)c3)C2)nc2c1nnn2Cc1ccccc1 (stereo not given),51,-8.1%,?,nt,9.5%,18.3%,nt,1.1%,nt,-7.5%,1.5,nt
COc1cccc(C(=O)NC(C)C(c2cccs2)N2CCN(C)CC2)c1 (stereo not given),57,-4.9%,-0.2%,-8.6,-7.1%,-1.2%,i,-1.0%,-2.9,0.6%,0.2,1.9
O=C(OCC(=O)N1CCN(Cc2ccccc2)CC1)c1cc(Cl)ccc1[N+](=O)[O-],45,0.4%,0.5%,nt,nt,nt,nt,0.2%[50 µM],nt,nt,-1.6,nt
COc1ccccc1C/C(N)=N/OC(=O)/C=C/c1ccccc1,78,0.9%,3.0%,12.1,5.8%,8.8%,i,0.6%,-0.3,-3.6%,0.6,2.6
Cc1csc2c(N3CCN(C(=O)Nc4ccc(Cl)c(Cl)c4)CC3)ncnc12,48,-4.6%,52.2%,nt,0.2%,11.3%,nt,2.8%,nt,4.3%,7.3,nt
CCC(C)[C@H](NC(=O)Nc1ccc(C(C)=O)cc1)C(=O)OC (stereo not given in full),35,-0.7%,2.1%,-1.3,6.9%,-2.4%,i,4.4%,-3.1,-3.6%,0.3,3.2
COc1ccc(-c2noc(CN(Cc3nccn3C)C(C)C)n2)cc1,78,-6.8%,0.0%,nt,6.3%,3.2%,nt,0.1%,nt,-7.6%,0.4,nt
Cc1cc(C)nc(NC2=NCC(=O)N2c2ccc(F)c(Cl)c2)n1,40,3.3%,0.1%,3.3,11.0%,5.6%,i,0.3%,16.7,-4.5%,-0.2,10.7
O=C1Nc2ccccc2C(O)(C(=O)N2CCCCC2)N1c1ccccc1 (stereo not given),74,-1.4%,0.8%,8.6,-15.6%,3.8%,i,-0.6%,-6.4,-3.3%,-0.7,-3.4
CCOc1ccccc1NC(=O)c1cc(-c2ccccn2)nc2ccccc12,54,2.6%,0.1%,nt,nt,nt,nt,0.3%[50 µM],nt,nt,1.9,nt
COC(=O)C1=C(N)OC2=C(C(=O)CC(C)(C)C2)C1c1ccoc1 (stereo not given),44,-12.9%,0.6%,-19.7,-2.8%,12.5%,i,0.4%,-2.0,-5.4%,-1.5,-4.7
CCS(=O)(=O)c1nc(S(=O)(=O)c2ccc(Cl)cc2)c(NCc2ccco2)s1,48,-3.6%,1.8%,2.3,6.6%,-2.2%,i,5.1%,1.6,0.3%,1.1,7.8
Cc1cccc(NC(=O)COc2ccc(Br)cc2)n1,52,3.3%,5.0%,22.5,-8.8%,-0.6%,i,10.3%,37.2,2.7%,-1.5,-0.3
c1ccc2[nH]c(CSc3nc4ccccc4o3)nc2c1,49,-3.4%,1.3%,4.3,12.3%,-4.3%,i,3.9%,7.5,-5.4%,-0.8,1.7
O=C(Nc1ccc2nc(N3CCOCC3)sc2c1)c1ccc(F)cc1,67,-4.8%,0.8%,nt,nt,nt,nt,0.0%[50 µM],nt,nt,0.3,nt
CC(=O)Nc1cnc(NC(=O)c2cccc(F)c2)cc1C,48,0.0%,0.6%,-7.2,12.2%,3.9%,i,4.6%,-1.6,-7.8%,-1.1,-3.8
COc1ccccc1N=C1SCC(=O)N1c1ccccc1OC,39,-2.2%,0.5%,5.3,11.9%,-19.3%,i,5.0%,-20.1,-0.4%,-0.1,27.3
Nc1[nH]ncc1-c1ccc(F)cc1,74,-6.2%,0.5%,11.8,-6.4%,1.1%,i,0.2%,0.2,-5.8%,0.3,2.0
CC/C(=C/c1sc2ccc(C)cc2[n+]1CCCS(=O)(=O)[O-])SC,86,nt,-1.4%,1.1,11.9%,-17.7%,i,nt,7.5,-1.5%,-0.8,4.5
O=C(Nc1nc(-c2ccc(Br)cc2)cs1)c1cccnc1,66,-5.3%,4.2%,15.4,-17.7%,43.1%,i,0.3%,6.5,-0.5%,0.3,-12.8
NC(=O)c1ccc(NC(=O)CNCc2ccccc2Cl)cc1,58,-11.7%,0.1%,nt,4.9%,5.6%,nt,-0.3%,nt,-11.3%,-0.6,nt
C=CCSC1=C(C#N)C(c2cc(Br)c(O)c(OC)c2)CC(=O)N1 (stereo not given),51,0.7%,-0.7%,-0.5,-5.2%,-23.1%,i,0.1%,-36.1,-4.5%,-1.0,3.8
COc1ccc(/C=C/C(=O)OCC(=O)Nc2ccc(N3CCOCC3)cc2)cc1,45,-10.9%,-1.4%,-4.3,-5.1%,15.1%,i,0.4%,1.1,4.9%,3.3,-12.4
O=S(=O)(c1cc(C(F)(F)F)ccc1Cl)N1CCCCCC1,64,-2.0%,0.3%,-2.7,15.1%,-2.6%,i,-1.1%,0.7,-5.9%,1.3,10.2
O=C(C1CCOCC1)N1CCCC(N2CCN(c3cccc(Cl)c3)CC2)C1 (stereo not given),44,-10.6%,1.8%,nt,12.7%,-5.7%,nt,0.1%,nt,-12.8%,0.8,nt
CC(Oc1ccc(Cl)cc1)c1ccn[nH]1 (stereo not given),49,-3.9%,0.6%,5.7,6.2%,6.6%,i,-2.2%,6.9,-9.4%,1.5,15.0
COCCCn1c(SCc2ccccc2)nc2cc(OC)c(OC)cc2c1=N,96,-5.9%,1.0%,-13.5,12.3%,11.2%,i,0.0%,3.2,-2.9%,19.4,-30.0
COc1cc(/C=C2\C(=N)N3N=C(C(C)C)SC3=NC2=O)ccc1OCCOc1ccc(NC(C)=O)cc1,50,4.6%,2.5%,nt,0.9%,19.9%,nt,-0.1%,nt,3.2%,3.0,nt
COc1ccc(NC(=S)NC2CC3CCC(C2)N3Cc2ccco2)cc1 (stereo not given),32,3.1%,-2.3%,-12.7,-6.3%,-1.8%,i,0.5%,-3.9,0.6%,-0.8,-7.9
O=C1CC(NS(=O)(=O)c2cccs2)CN1c1ccc(Cl)cc1 (stereo not given),61,-7.2%,-1.3%,nt,nt,nt,nt,-0.1%[50 µM],nt,nt,0.9,nt
COc1ccc(/C(C)=N/Nc2ncc(Cl)cc2Cl)c(O)c1,74,7.4%,2.1%,8.0,0.2%,18.5%,i,0.7%[50 µM],-8.8,-6.2%,8.6,-4.2
C[C@]12CCC3C(CC[C@H]4CC(O)CC[C@]34C)C1CC/C2=N/O (stereo not given in full),77,-5.3%,59.5%,nt,3.6%,2.5%,nt,0.1%,nt,-2.8%,-1.4,nt
O=C(CC1SC(N2CCCCC2)=NC1=O)Nc1cccc(C(=O)O)c1 (stereo not given),80,-4.8%,-0.1%,-7.4,0.5%,-9.1%,i,3.0%,-26.8,-4.4%,4.9,4.3
CC(Sc1nnnn1C)C(=O)Nc1ccccc1-c1ccccc1 (stereo not given),52,-3.5%,-0.8%,-6.7,15.2%,-5.0%,i,0.4%,-3.4,-4.4%,1.2,-9.8
Cc1ccsc1CN1CC(=O)N(c2c(C)cccc2C)C1=S,53,-3.0%,12.4%,26.5,-12.4%,-10.3%,i,1.2%,19.1,-2.1%,2.7,0.9
Cc1ccnc(NC(c2ccccc2O)c2oc(CO)cc(=O)c2O)c1 (stereo not given),98,-5.5%,0.7%,3.2,7.1%,26.3%,i,0.6%,21.6,-0.9%,-0.9,-4.4
CC/C(O)=N\S(=O)(=O)c1ccc(N=NN(C)C)cc1,52,2.0%,1.3%,-23.1,-3.2%,-7.6%,i,0.1%,21.4,-4.9%,1.0,-1.4
CCOc1ccccc1NC(=O)C(=O)N/N=C/c1ccc([N+](=O)[O-])cc1,62,1.5%,1.4%,5.1,4.4%,18.6%,i,-0.4%,-3.3,-6.7%,1.3,0.0
Cc1c(N=C/C=C2\N(C)c3ccccc3C2(C)C)c(=O)n(-c2ccccc2)n1C,39,-3.5%,-0.9%,11.9,13.3%,-10.3%,i,0.0%,-5.1,-4.8%,0.6,-11.9

High-throughput results: PubChem, several laboratories
